TSG101-PTAP inh: blocks PTAP/TSG101 interaction to inhibit HIV-1 budding; Potency, µM (doses to about 115 µM), for the others: at the top dose activity change, negative = inhibition, most hits filed as inhibitors; Q99816; 340,000 tested, under 10 active; Fluorescence polarization, FITC-PTAP peptide / Tsg101 binding; active = well fitted inhibition curve with a large enough effect in the main read-out, with a control signal flat, not every such curve was filed as active; inconclusive = small, poorly fitted or top-dose-only effect, or effect the other way, or a change in a side signal; inactive = no such curve, though single readings can be large or run the other way; also: potency is read from the fitted curve at half-maximal effect; % of control where 0% means no effect
Target sequence (Q99816 whole entry, looked up): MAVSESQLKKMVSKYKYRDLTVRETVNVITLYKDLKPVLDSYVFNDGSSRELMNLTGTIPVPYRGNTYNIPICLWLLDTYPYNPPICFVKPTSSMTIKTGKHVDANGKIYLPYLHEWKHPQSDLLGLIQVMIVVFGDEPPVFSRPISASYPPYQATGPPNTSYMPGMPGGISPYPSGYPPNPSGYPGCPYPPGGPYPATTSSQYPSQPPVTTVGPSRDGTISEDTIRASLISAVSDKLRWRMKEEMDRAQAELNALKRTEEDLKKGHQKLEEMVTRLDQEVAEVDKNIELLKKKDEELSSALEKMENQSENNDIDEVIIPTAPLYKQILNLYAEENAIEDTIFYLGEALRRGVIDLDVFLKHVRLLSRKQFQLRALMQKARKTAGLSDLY
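Fluorescence anisotropy tracks displacement of a FITC-tagged PTAP peptide (50 nM) from the Tsg101 binding domain (10 uM), following a 20 min room-temperature incubation at pH 7.5.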
Mito fusion yeast: mitochondrial division inhibition or fusion activation. S. cerevisiae fusion-defective mutant growth rescue, CellTiterGlo 48 h. Potency, µM (titrated, usually from 46.1 µM), for the others: top-dose growth rescue (activation), usual class: activators. actives 0.23% (n = 320,000). AID 485298;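 also: potency is read from the fitted curve at half-maximal effect; % of control where 0% means no effect; nearly all actives have a fitted effect of over 45% in size; temperature-sensitive fusion mutants such as fzo1-1 at 37 °C on non-fermentable ethanol glycerol medium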
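Luminescent cell viability in 1536-well qHTS format served as the measure of rescued growth in ts fusion-mutant S. cerevisiae cultured on non-fermentable YPEG for 48 hours at 37C.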
MBNL1 CUG block: inhibitors of human MBNL1 binding to CUG repeat RNA | Q9NR56 | TR-FRET MBNL1-His/biotin-(CUG)12 binding, 665/545 ratio | actives 0.036% (n = 280,000) | AID 2675 | Potency, µM (highest dose often 57.5 µM), inactives show at the top dose activity change, negative = inhibition, most hits filed as inhibitors; active = well fitted inhibition curve with a large enough effect in the signal ratio, with a control signal flat, not every such curve was filed as active; inconclusive = small, poorly fitted or top-dose-only effect, or effect the other way, or a change in a side signal; inactive = no such curve, though single readings can be large or run the other way; the % refers to the signal ratio; also: potency is read from the fitted curve at half-maximal effect; % is scaled to controls: 0 for no effect and ±100 for the full control effect
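Ratiometric TR-FRET (665 over 545 nm, excitation 340 nm) tracks disruption of MBNL1-His/biotin-(CUG)12 complex after 60 min at room temperature, with compounds at 92 nM to 58 uM final.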
A-T KAP1 phos: potential ataxia-telangiectasia treatments restoring KAP-1 phosphorylation; Potency, µM (doses to about 57.5 µM), inactives show top-dose activation, usual class: activators; […] A-T fibroblasts, KAP-1 phosphorylation AlphaLISA; neocarzinostatin DNA damage 30 min before lysis; AID 485349; actives 0.19% (n = 320,000); also: potency is read from the fitted curve at half-maximal effect; % of control where 0% means no effect; nearly all actives have a fitted effect of over 45% in size
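hTERT-immortalized A-T patient fibroblasts ([…]), 500 cells/well in OPTI-MEM, 1% FBS, got compounds for 60 min, then NCS for 30 min at 37C. Lysates were then assayed for phospho-KAP-1 by AlphaLISA (anti-pKAP1 donor, anti-KAP1 acceptor beads), 6 hr at 25C.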
Integrin act MD: integrin-mediated muscular dystrophy alleviation activation. alpha7betagal myoblasts, beta-gal FDG fluorescence, 48 h. actives 0.064% (n = 350,000). Potency, µM (titrated, usually from 38.3 µM), without a hit: at the top dose activation, actives largely listed as activators;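 also: potency is read from the fitted curve at half-maximal effect; 100% = response of the positive control SU9516; nearly all actives have a fitted effect of over 60% in size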
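Alpha7betagal+/- myoblasts (passage 13) were plated 16-24 hr, then exposed to compounds (1:260 dilution of DMSO stock) for 48 hours at 37C. After MPER lysis, β-galactosidase reporter activity was read as FDG fluorescence (ex 480/em 540) after 30 minutes.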
Menin MLL FP TR: menin-MLL binding inhibition, Texas Red mutant peptide | O00255 | Menin + Texas Red MLL mutant peptide, fluorescence polarization | Potency, µM (series often up to 61.6 µM), for the others: top-dose FP activity change, negative = inhibition, hits mostly inhibitors | actives 0.23% (n = 270,000) | AID 1768; active = well fitted inhibition curve with a large enough effect in the polarisation, with a control signal flat, not every such curve was filed as active; inconclusive = small, poorly fitted or top-dose-only effect, or effect the other way, or a change in a side signal; inactive = no such curve, though single readings can be large or run the other way; the % refers to the polarisation; also: potency is read from the fitted curve at half-maximal effect; % of control where 0% means no effect; many of its hits are not listed in these tables
Target sequence (O00255 whole entry, looked up): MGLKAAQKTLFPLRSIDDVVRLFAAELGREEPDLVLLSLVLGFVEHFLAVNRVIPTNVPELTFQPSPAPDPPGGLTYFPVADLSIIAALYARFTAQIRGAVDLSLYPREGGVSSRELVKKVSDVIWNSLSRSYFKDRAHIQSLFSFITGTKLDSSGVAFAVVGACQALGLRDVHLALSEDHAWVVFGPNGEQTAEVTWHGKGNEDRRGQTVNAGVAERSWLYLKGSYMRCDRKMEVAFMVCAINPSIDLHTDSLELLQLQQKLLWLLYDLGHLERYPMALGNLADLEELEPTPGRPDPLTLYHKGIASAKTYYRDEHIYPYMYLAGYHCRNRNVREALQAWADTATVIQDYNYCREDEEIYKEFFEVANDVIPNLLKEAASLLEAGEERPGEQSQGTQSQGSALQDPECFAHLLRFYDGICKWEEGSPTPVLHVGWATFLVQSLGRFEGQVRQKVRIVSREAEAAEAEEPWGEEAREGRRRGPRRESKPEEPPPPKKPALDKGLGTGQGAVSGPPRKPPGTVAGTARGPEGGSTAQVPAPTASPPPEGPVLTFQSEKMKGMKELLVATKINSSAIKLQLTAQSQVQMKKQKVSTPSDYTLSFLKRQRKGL
TCR activator: activators of T cell receptors | primary human leukocytes, anti-CD3, IL-2 HTRF, 48 h | Potency, µM (series often up to 9.22 µM), without a hit: at the top dose activation of IL-2 secretion, actives largely listed as activators | 330,000 tested, under 10 active | AID 504894; also: % of control where 0% means no effect
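Compounds are tested in HTS on primary human leukocytes co-incubated with a-CD3 beads for 48 hr. IL-2 output is measured by time-resolved FRET.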
ASM inhibitor: blocks human secretory acid sphingomyelinase. P17405. placental ASM, HMU-PC fluorogenic substrate, 60 min. Potency, µM (doses to about 57.5 µM), for the others: at the top dose activity change, negative = inhibition, most hits filed as inhibitors. actives 0.006% (n = 340,000); also: potency is read from the fitted curve at half-maximal effect
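Steps: dispense placental human ASM, pin compound, wait 10 min at room temperature, add HMU-PC0 substrate at 9 uM final, incubate 60 min at 37 °C, add stop solution raising pH to 10, read fluorescence.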
MLL CXXC-DNA inh: blocks binding of human MLL CXXC domain to DNA; MLL-CXXC / FITC-HOXA9 DNA fluorescence polarization; Q03164; actives 0.037% (n = 290,000); Potency, µM (doses to about 115 µM), for the others: at the top dose activity change, negative = inhibition, most hits filed as inhibitors; active = well fitted inhibition curve with a large enough effect in the polarisation, with a control signal flat, not every such curve was filed as active; inconclusive = small, poorly fitted or top-dose-only effect, or effect the other way, or a change in a side signal; inactive = no such curve, though single readings can be large or run the other way; the % refers to the polarisation; also: potency is read from the fitted curve at half-maximal effect
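Purified MLL-CXXC (added from a 7 uM solution) was preincubated 5 min at ambient with pinned compounds in 50 mM Tris-HCl pH 7.5, 50 mM NaCl, 1 mM DTT, 0.05% BSA. Fluorescein-labeled HOX-A9 DNA (50 nM solution) followed, 30 min, then polarization read.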
TSHR antag: human thyrotropin receptor antagonism; P16473; TSHR-expressing cells, TSH-stimulated cAMP HTRF, 2 h; hits give low values; activity change, negative = inhibition, % at 11.5 µM; actives 0.2% (n = 330,000); AID 504810;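 active = activity change below a set negative limit, meaning inhibition stronger than a set level, cut at about -70% in these data; inconclusive = activity change between two set negative limits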; also: % is scaled to controls: 0 for no effect and ±100 for the full control effect
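Read-out is FRET at 665 nm (cryptate excitation 337 nm) from a cryptate-tagged anti-cAMP antibody, competed by cell cAMP against cAMP-d2. Compounds are tested on freshly harvested TSHR cells challenged with 4nM TSH (EC80) for 2 hours at 37 deg C.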
Active calls of the source: *; u = inconclusive; x = no result given; [ ] = remark or other dose. Unless noted, calls follow the shape of the dose curve; as a rule, active = well fitted curve in the direction sought with a large enough effect; inconclusive = small, poorly fitted or top-dose-only effect, or another doubt; inactive = no such curve, though single readings can be large; an effect the other way counts as inactive or inconclusive.

SMILES	TSG101-PTAP inh	Mito fusion yeast	MBNL1 CUG block	A-T KAP1 phos	Integrin act MD	Menin MLL FP TR	TCR activator	ASM inhibitor	MLL CXXC-DNA inh	TSHR antag
C=CCn1c(C)cc(C(=O)CSc2nc3ccccc3[nH]2)c1C	-2%	-5%	-9%	-2%	-55%[inhibitor]	9%	-1%	-2%	8%	-37
O=C(CCN1C(=O)[C@@H]2Cc3ccccc3CN2C1=O)NCc1ccccc1Cl	-2%	2%	-8%	-10%	u	x	7%	-1%	-2%	11
CN(CC(=O)Nc1cccc(F)c1)CC(=O)Nc1ccccc1[N+](=O)[O-]	0%	7%	u	0%	-39%	-26%	x	1%	-2%	u
Nc1ccc(C#Cc2ccc3c(=O)c4ccccc4oc3c2)cc1	-1%	0%	14%	18%	27%	u	5%	42%[activator]	28%	2
O=C1CSC(c2cn(-c3ccccc3)nc2-c2ccc3c(c2)OCCO3)N1CCN1CCOCC1 (stereo not drawn)	0%	u	-8%	5%	22%	-1%	-6%	5%	14%	7
COc1ccc(S(=O)(=O)Nc2ccccc2C(=O)N2CCOCC2)cc1Br	-3%	3%	-1%	5%	23%	x	8%	-1%	14%	5
CN1CCc2c(sc3c2c(=O)n(-c2ccccc2)c2nnc(SCc4ccc(Cl)cc4)n32)C1	-2%	4%	u	-4%	23%	u	6%	-1%	38%[activator]	2
O=C(Nc1nc(-c2cc(F)ccc2F)cs1)C1=NN(c2ccccc2)C(=O)CC1	0%	1%	2%	5%	u	18%	4%	-9%	-2%	-10
CCc1nnc(NC(=O)CCC2CCCCC2)s1	-3%	x	x	x	-54%	x	-2%	1%	x	x
Cn1ncc(C#N)c1NC(=O)c1cc(-c2ccccc2Cl)on1	-8%	6%	-3%	-2%	5%	29%	3%	1%	-12%	1
CCOc1cc(/C=C/c2cccc[n+]2C)ccc1OCC(=O)Nc1ccc(C)cc1	0%	7%	u	-3%	-21%	x	-4%	45%[activator]	31%[activator]	-4
COc1ccccc1NC(=O)C1=C(C)NC(=O)NC1c1cc(C)cs1 (stereo not drawn)	-2%	-7%	-2%	11%	-6%	-1%	-6%[46.1 µM]	1%	8%	0
CCN=C(NC#N)SCc1c(F)cccc1Cl	0%	-3%	-12%	8%	-20%	-1%	-1%[46.1 µM]	2%	9%	7
CN(c1ccccc1)S(=O)(=O)c1ccc(NC(=O)c2cccs2)cc1	-1%	4%	-3%	5%	-7%	u	-1%	-11%	-2%	1
COc1cc(NC(=O)CCc2nc(-c3cccs3)no2)cc(OC)c1OC	-9%	-1%	-8%	0%	-13%	-15%	5%	-2%	-1%	0
CCO[C@H]1OC(C(=O)N2CCCCCCC2)=C[C@@H](c2ccc(C(F)(F)F)cc2)[C@@H]1CCCO	-3%	2%	11%	-2%	-11%	u	-2%	-6%	-19%	-12
c1ccc2c(c1)ccc1nnc(SCc3ccc4c(c3)OCCO4)n12	-2%	0%	12%	8%	3%	-20%	9%	-1%	-14%	9
Cc1ccc(N2C(=O)N(Cc3ccccc3C)c3ccccc3S2(=O)=O)cc1	-1%	13%	-12%	15%	4%	-12%	1%[46.1 µM]	0%	2%	0
OC(c1ccccc1)c1ccncc1 (stereo not drawn)	4%	1%	x	9%	-18%	x	4%	0%	x	9
COc1ccc(CCNC(=O)C2CCCN(S(=O)(=O)c3cc(C)ccc3OC)C2)cc1OC (stereo not drawn)	0%	-5%	-10%	1%	-1%	x	-1%	-3%	1%	26
CCOc1ccc(NC(=O)CN2CCN(Cc3c(F)cccc3F)CC2)cc1	-8%	0%	-2%	2%	-2%	u	0%	1%	-3%	-5
Nc1nc(-c2ccccc2)c(C(=O)Nc2ccccc2)s1	-5%	16%	10%	-1%	-2%	3%	9%	0%	2%	-2
CCN1/C(=C/C(=S)Nc2ccccc2)Sc2ccccc21	-2%	9%	59%[activator]	-3%	-12%	x	-10%	-10%	30%	41
CCCOc1cccc(C(=O)Nc2cccc(NC(=O)c3ccco3)c2)c1	-15%	0%	6%	1%	9%	u	13%	-28%	-7%	2
Cc1cc2nc(N3CCN(C(=O)c4ccco4)CC3)sc2cc1C	-3%	16%	x	-2%	6%	x	-95%	4%	x	-27
CCCN(CC(=O)Nc1ccc(F)c(F)c1F)Cc1cc(=O)n2ccsc2n1	-2%	0%	-4%	0%	-6%	-11%	8%	2%	-11%	-2
CCCCn1c(N)c(N(CCOC)C(=O)COC(=O)c2cc(CC)c(C)s2)c(=O)[nH]c1=O	-2%	1%	x	-10%	-18%	x	5%	5%	x	8
O=S(=O)(CCN1CCSCC1)c1ccccc1	-4%	-1%	4%	1%	-1%	x	0%	0%	-4%	3
COc1cc(OC)cc(C(=O)NCC2CCCN(C(=O)c3csc(C)n3)C2)c1 (stereo not drawn)	-9%	3%	1%	8%	u	3%	-2%	3%	7%	-10
O=C(NC12CC3CC(CC(C3)C1)C2)c1cncc(O)c1	0%	2%	8%	2%	0%[7.66 µM]	12%	1%	1%	0%	3
Nc1nonc1-n1nnc(C(=O)N/N=C/c2c(F)cccc2Cl)c1-c1ccc2c(c1)OCO2	-4%	2%	6%	3%	-18%	x	12%	21%	6%	-2
CC(=O)Oc1cc2c(cc1Cl)C(c1cccs1)CC1(CC(C)(C)NC(=S)N1)O2 (stereo not drawn)	-1%	-11%	-3%	3%	23%	0%	0%	-13%	4%	6
c1ccc2nc(SCc3cn4ccccc4n3)cnc2c1	-5%	4%	u	0%	3%	-4%	-1%	-6%	-4%	7
O=C(NCCC1=CCCCC1)C1CC(=O)N(Cc2ccccc2)C1 (stereo not drawn)	-1%	1%	-2%	-3%	-23%	-9%	-7%	4%	-1%	6
COc1ccc(NC(=S)NNc2ccc([N+](=O)[O-])cc2S(=O)(=O)Nc2ccc(C)cc2C)cc1	-2%	3%	11%	-17%	u	u	-1%[46.1 µM]	u	-5%	-8
CCC1C(=NO)C(CC)C(c2ccccc2)NC1c1ccccc1 (stereo not drawn)	-2%	-17%	6%	9%	-58%[inhibitor]	8%	-2%	-6%	9%	-33
Cc1noc(/C=C/c2ccco2)c1S(=O)(=O)N1CCC(C(=O)NCc2ccco2)CC1	-2%	-1%	19%	-3%	-24%	7%	1%	-2%	-15%	-1
c1ccc(-c2nnc3sc(CN4CCc5ccccc54)cn23)cc1	1%	8%	-14%	0%	2%	10%	4%	-4%	1%	-5
CCn1c(C(C#N)/C(=N\S(=O)(=O)c2cccs2)c2ccccc2)nc2ccccc21 (stereo not drawn)	-11%	9%	6%	3%	0%	17%	1%	1%	-11%	0
CNc1nc2c(c(=O)[nH]c(=O)n2C)n1CCCc1ccccc1	-2%	8%	1%	-1%	11%	6%	-4%	3%	2%	0
CCN1CCN(c2nc(NCCO)c3ccccc3n2)CC1	-7%	4%	-5%	8%	u	-17%	x	9%	15%	10
CCC(=O)N1C(C(=O)NCc2ccc(OC)cc2)CSC1c1ccc(OC)cc1 (stereo not drawn)	-1%	0%	6%	4%	24%	1%	-55%	0%	-5%	0
CCCCn1c(N)c(N(CC(C)C)C(=O)C2CC(=O)N(Cc3ccccc3)C2)c(=O)[nH]c1=O (stereo not drawn)	-3%	1%	x	1%	1%	x	-4%	3%	x	0
O=C(Nc1cccc(C(F)(F)F)c1)c1cccnn1	0%	20%	0%	-9%	u	4%	5%	-1%	32%[activator]	11
CC1(C)Cc2c(sc3nc(C4CC4)n(N)c(=O)c23)CO1	1%	-4%	0%	0%	10%	x	-8%	2%	14%	-4
CC(=O)Nc1sc(N/N=C\c2ccc(O)cc2)nc1-c1cccs1	-4%	5%	u	50%	-27%	x	0%	-1%	-5%	-1
Cc1cccc(OCC(=O)OC(C)CN2CCCCC2)c1 (stereo not drawn)	1%	0%	-11%	6%	17%	13%	6%	2%	-4%	3

Not all compounds are listed, so the mix of outcomes need not match the whole.
